# Screening data (PubChem)
# FEN1 inh: inhibitors of human flap endonuclease 1; P39748; Recombinant FEN1 flap cleavage, fluorescence, 15 min; Potency, µM (doses to about 114 µM), for inactives: at the top dose activity change, negative = inhibition, usual class: inhibitors; 0.35% of 390,000 active; AID 588795; also: nearly all actives have a fitted effect of over 65% in size
# Target sequence (P39748 whole entry, looked up): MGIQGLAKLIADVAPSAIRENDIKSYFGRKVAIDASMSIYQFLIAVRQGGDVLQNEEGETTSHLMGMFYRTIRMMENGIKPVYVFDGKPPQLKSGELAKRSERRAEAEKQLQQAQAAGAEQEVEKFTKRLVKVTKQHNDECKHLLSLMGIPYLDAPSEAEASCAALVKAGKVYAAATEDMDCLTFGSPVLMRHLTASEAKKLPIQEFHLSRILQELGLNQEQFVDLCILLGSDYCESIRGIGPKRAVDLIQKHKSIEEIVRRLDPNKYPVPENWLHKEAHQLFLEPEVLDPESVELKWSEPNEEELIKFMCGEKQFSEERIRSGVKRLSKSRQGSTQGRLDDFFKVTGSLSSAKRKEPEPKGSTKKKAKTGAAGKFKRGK
#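 Quantitative HTS format: each compound was titrated, incubated with 10 nM nuclease for 15 min at room temperature, then challenged with flap substrate at 50 nM final. Signal change over 15 min gave concentration–effect curves.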
# N370S GC mod: inhibitors or activators of N370S glucocerebrosidase for Gaucher disease | N370S GC spleen homogenate, 4MU-glucoside fluorescence | Potency, µM (highest dose often 59.4 µM), without a hit: at the top dose activity change, negative = inhibition, usual class: inhibitors | AID 2101 | 0.092% of 330,000 active;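 also: 0% = full enzyme activity and -100% = no enzyme basal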
# GCN5L2 inh: inhibitors of human GCN5L2 histone acetyltransferase | Q92830 | GCN5L2 HAT assay, ThioGlo1 CoA-SH fluorescence | Potency, µM (series often up to 58.9 µM), inactives show at the highest dose activity change, negative = inhibition, hits mostly inhibitors | 0.21% of 390,000 active
#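 Free CoA generated was detected with ThioGlo1 (50uM) fluorescence at Ex340nm/Em540nm, read immediately and after 20 min at room temperature. Enzyme, 20 nM in HEPES pH 7.5 buffer, saw compounds 15 min before adding 75uM H3(1-25) peptide and 70uM acetyl-CoA.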
# The depositor's hits bear a star; ? = inconclusive; · = not tested or not shown; & = joins results of further samples; [ ] = another dose, or the depositor's remark. Calls follow the shape of the dose curve; as a rule, active = well fitted curve in the direction sought with a large enough effect; inconclusive = small, poorly fitted or top-dose-only effect, or another doubt; inactive = no such curve, though single readings can be large; an effect the other way counts as inactive or inconclusive. Unless noted, % is scaled to controls: 0 for no effect and ±100 for the full control effect; potency is read from the fitted curve at half-maximal effect.
molecule,FEN1 inh,N370S GC mod,GCN5L2 inh
Cc1ccn(C(CC(=O)c2ccc(Br)cc2)C(=O)O)n1 (centres undefined),14%,1%,0%
Cc1cccc(N(C(=O)c2sc(C)nc2C)C(C(=O)NCc2ccco2)c2ccccc2)c1 (centres undefined),-7%,0%,-6%
CC(=O)Nc1nc2ccc(-c3nc4ccccc4o3)cc2s1,5%,?,-1%
CC(=O)NC(C)Cc1cn(Cc2ccccc2)c2ccccc12 (centres undefined),-8%,-2%,-1%
CCC(=O)n1nc(NCc2ccc(OC)c(OC)c2)nc1NCc1ccc(OC)c(OC)c1,-11%,0%,-6%
Cc1nc2oc(C(=O)c3ccccc3)c(N)c2c2c1COC(C)(C)C2,-6%,10%,1%
Cc1ccc2nc(Nc3ccc4[nH]c(=O)[nH]c4c3)c(-n3nc(C)cc3C)nc2c1,-16%,-1%,-3%
Cc1[nH]c2ccccc2c1SCC(=O)O,-3%,8%,-1%
CCCCCCCCOC(=O)c1ccc(N)cc1,-3%,6%,-5%
CCc1nc(N2CCCC2)c(C#N)c2c1CCCC2,-2%,18%,3%
Cc1ccc(-c2nc3c(c(=O)c4ccccc4n3C)c(=O)n2-c2ccccc2)cc1,-3%,2%,2%
COCC(=O)N1CCc2ccc(NC(=O)c3ccccc3Cl)cc2C1,2%,-10%,-7%
CS(=O)(=O)Cc1ccc(C(=O)NC2CCN(Cc3ccccc3)C2)cc1 (centres undefined),-1%,-1%,-5%
NCCN1CCN(CCN)CC1,-3%,0%,-9%
CC1(C)C(=O)N(OCc2ccccc2)C(C)(C)C(=O)N1OCc1ccccc1,8%,-8%,-3%
O=C(/C=C/c1ccccc1Cl)N1CCOCC1,0%,3%,-4%
COc1ccc(NC(=O)c2ccc3c(c2)N(C)CCS3)cc1,3%,2%,-30%
CCCCOc1ccc(C(=O)Nc2ccc(C)cc2[N+](=O)[O-])cc1,2%,8%,0%
O=C(Nc1cccc(F)c1)c1ccc2oc(=O)n(Cc3ccccc3)c2c1,-8%,·,4%
C/C(=C\c1cc2ccccc2o1)C1Nc2cccc3cccc(c23)N1,-3%,·,1%
Cc1[nH]n(C(C)(C)C)c(=O)c1Sc1ccc(Cl)cc1,-5%,6%,3%
CC(C)CNC(=S)NC(=O)c1ccc(Cl)cc1,10%,6%,1%
CCOC(=O)N/N=C/c1ccccc1F,-3%,9%,3%
CSc1cccc(NC(C)=O)c1,-4%,5%,-2%
COc1ccc(CC(=O)N/N=C(/C)c2ccco2)cc1,-5%,1%,-2%
O=C1CCCN1CC(O)CS(=O)(=O)Cc1ccccc1 (centres undefined),-7%,3%,1%
CCCOC(=O)c1ccc(NC(=O)C(=O)NCCN(CC)CC)cc1,3%,11%,-2%
CC(NC(=O)C(C)(C)C)C(c1cccs1)N1CCN(Cc2ccccc2)CC1 (centres undefined),11%,-10%,-7%
COc1ccc(OC)c(CNC(=O)C(C)n2nc(C)c3c(C)n(-c4ccccc4)nc3c2=O)c1 (centres undefined),-17%,-8%,0%
CC(=O)Nc1ccccc1OC(C)C(=O)N1CCC(C)CC1 (centres undefined),3%,2%,-5%

# The closing two records of the section before come first, to join the parts.
molecule,FEN1 inh,N370S GC mod,GCN5L2 inh
COc1ccc(OC)c(CNC(=O)C(C)n2nc(C)c3c(C)n(-c4ccccc4)nc3c2=O)c1 (centres undefined),-17%,-8%,0%
CC(=O)Nc1ccccc1OC(C)C(=O)N1CCC(C)CC1 (centres undefined),3%,2%,-5%
COc1ccc(/C=C(\CC(=O)O)c2nc3ccccc3o2)cc1,-15%,7%,-6%
Cc1ccc(CCN2CC(C(=O)N3CCN(c4ccc(F)cc4)CC3)CC2=O)cc1 (centres undefined),-1%,3%,-3%
Nc1c(Cl)cc(C2=NCCn3c2c2ccc(C(F)(F)F)cc2[n+]3[O-])cc1Cl,-15%,-28%,-5%
O=C(Nc1ccc(Cl)c(C(F)(F)F)c1)c1cc2nc(-c3ccc4c(c3)OCO4)cc(C(F)(F)F)n2n1,-8%,·,4%
COC(=O)N/N=C(\C)c1ccc2ccccc2c1OC(F)F,-6%,6%,0%
O=C(c1ccc(Cl)c(S(=O)(=O)NCc2cccnc2)c1)N1CCCC1,21%,·,-6%
Cc1ccc(C(=O)NCC(=O)OCC(=O)c2ccc(C)c([N+](=O)[O-])c2)cc1,-5%,9%,31%[activator]
CCc1nnc(NS(=O)(=O)c2ccc(NC(=O)c3cc(Cl)ccc3OC)cc2)s1,-6%,-1%,-18%
CC(C)(C)C(=O)COC(=O)c1cc(-c2cccnc2)nc2ccccc12,0%,11%,1%
COc1ccc(CCC(=O)Nc2cc(S(=O)(=O)N3CCCCC3)ccc2N(C)C)cc1,5%,·,-18%
Cc1ccc(NC(=O)c2cc(Cl)nc3ccccc23)cc1,9%,-15%,-2%
COc1ccccc1N1CCN(c2ncc(C(=O)N3CCN(c4cccc(Cl)c4)CC3)c3ccccc23)CC1,-4%,-15%,-13%
COc1ccc(S(=O)(=O)N2CCN(CCO)CC2)cc1-c1nnc2c3ccccc3c(C)nn12,-13%,0%,2%
O=S1(=O)CCOC[C@H](CC2CCCCC2)N1Cc1ccccc1,-3%&14%,-11%,-4%
Cn1c(=O)c2c(c3ccccc31)OC(=O)CC2c1cccc(Cl)c1 (centres undefined),13%,·,-6%
COc1cc(CN(CC2CCCO2)C(=O)c2ccco2)cc(OC)c1OC (centres undefined),23%,-3%,0%
O=S(=O)(NCc1nc2cccnc2n1Cc1ccccc1Cl)c1ccc2c(c1)CCCC2,5%,·,-9%
CC(=O)Nc1cccc(OC(=O)COc2ccc(Br)cc2)c1,-3%,3%,4%
Cc1cc(OC(=O)c2ccc(OC(C)C)cc2)c([N+](=O)[O-])c(=O)[nH]1,-2%,-3%,-4%
CCOC(=O)N/N=C/c1cn(CCCOc2ccc(C)cc2)c2ccccc12,-3%,?,-2%
CC(C)(C)C1CCC2(CC1)Nc1cccc3cccc(c13)N2,-3%,2%,-3%
CN(CCOc1ccc(Cl)cc1)C(=O)c1ccc2c(=O)n3c(nc2c1)CCC3,1%,2%,3%
CC(C)(C)c1csc(NC(=O)c2ccncc2)n1,4%,2%,2%
COc1ccc(-c2c(C)nc(N)nc2-c2ccc(OCc3ccc(C)cc3)cc2O)cc1OC,-7%,7%,-8%
O=C(Nc1cccc(F)c1)C1CCCN(S(=O)(=O)c2ccccc2)C1 (centres undefined),2%,-13%,-2%
Cc1ccc(C(C(=O)NC2CCCCC2)N(C(=O)CCCC(=O)Nc2ccccn2)c2ccc3c(c2)OCCO3)cc1 (centres undefined),2%,4%,-8%
CS(=O)(=O)NCCn1ccc2ccccc21,0%,2%,0%
CC1(C)CN(c2ccc(F)cc2)C1=O,6%,2%,-5%
CCC(=O)Nc1cccc(NC(=O)c2cc3ccccc3o2)c1,-2%,6%,-3%
O=C1NC(=Nc2ccccc2)S/C1=C\c1cccs1,-13%,19%,-19%

# 5 compounds out of the list, sorted by molar mass, descending:
molecule,FEN1 inh,N370S GC mod,GCN5L2 inh
COc1ccc(S(=O)(=O)N2CCN(CCO)CC2)cc1-c1nnc2c3ccccc3c(C)nn12,-13%,0%,2%
Cc1ccc(CCN2CC(C(=O)N3CCN(c4ccc(F)cc4)CC3)CC2=O)cc1 (centres undefined),-1%,3%,-3%
Cc1ccc(C(=O)NCC(=O)OCC(=O)c2ccc(C)c([N+](=O)[O-])c2)cc1,-5%,9%,31%[activator]
COc1ccc(/C=C(\CC(=O)O)c2nc3ccccc3o2)cc1,-15%,7%,-6%
Cc1ccc(NC(=O)c2cc(Cl)nc3ccccc23)cc1,9%,-15%,-2%

# More records follow.
molecule,FEN1 inh,N370S GC mod,GCN5L2 inh
O=C(O)/C=C/c1coc2ccccc2c1=O,-4%,-1%,2%
Cc1ccc(-n2nc3c(c2NC(=O)c2cccs2)CS(=O)(=O)C3)cc1C,-5%,1%,-8%
COc1ccc(C2C(=O)N(C3CCCCC3)CC(=O)N2CCC2=CCCCC2)cc1 (centres undefined),-17%,·,-1%
CN(CC(=O)Nc1cccc(F)c1)C(=O)c1ccc(NC2CC2)c([N+](=O)[O-])c1,-10%,-1%,-2%
CCN(CC)S(=O)(=O)c1ccc(F)c(C(=O)NCCCN2CCOCC2)c1,10%,4%,2%
CCC(CC)C(=O)Nc1cccc(-c2ccc3nncn3n2)c1,-4%,-11%,-2%
Cc1ccc(-c2ccc(SCC(=O)c3ccccc3)nn2)cc1,-12%,3%,1%
CCOc1cc(/C=C(\C#N)C(=O)Nc2ccccc2C(=O)O)ccc1OC(=O)c1ccc(C)cc1,?,-9%,-17%
COc1ccccc1N1CCN(S(=O)(=O)c2cc(C)sc2C)CC1,-17%,4%,-2%
O=C(C1=C[C@@H](C2CC2)C[C@@H](OCc2ccc(CO)cc2)O1)N1CCN(Cc2ccccc2)CC1,0%,29%,-5%
O=C(Cn1nnc(-c2ccccc2F)n1)Nc1ccc(S(=O)(=O)NC2CCCC2)cc1,11%,-7%,-17%
CCOC(=O)N1CCc2c(sc3c2c(=O)n(Cc2ccccc2)c(=O)n3CC(=O)Nc2cccc(CC)c2)C1,-2%,·,-1%
COc1ccccc1NC(=O)c1ccccc1NC(=O)c1ccccc1,-2%,·,-3%
CN(Cc1c(C(=O)N/N=C/c2cccc(O)c2)nnn1-c1nonc1N)C1CCCCC1,-3%,-7%,-14%
COc1cccc(-c2sc3ccc(OC)cc3c2-c2ccc(OCCN3CCCC3)cc2)c1,-15%,·,-6%
CS(=O)(=O)N1CCN(C(=O)c2cccnc2)CC1,1%,0%,-5%
CCOc1ccc(NC(=O)CSc2ncc(S(=O)(=O)c3ccc(F)c(C)c3)c(=O)[nH]2)cc1,3%,·,-5%
O=C(NCCCC1CCCC1)C1CCC(=O)N(Cc2cccc(C(F)(F)F)c2)C1 (centres undefined),-9%,-8%,-8%
Cc1ccc(S(=O)(=O)Nc2ccc3c(c2)OCCO3)c(C)c1NS(C)(=O)=O,19%,-1%,5%
Cc1cc(C)cc(N2C(=O)N(c3ccccc3C)C3CS(=O)(=O)CC32)c1 (centres undefined),-3%,1%,1%
CCOC(=O)C(CCOc1cccc(CC)c1)C(=O)OCC,-17%,0%,0%
Cn1c2ccccc2c2ncn(CCCN3CCOCC3)c(=O)c21,2%,10%,0%
C=CCOC(=O)c1ccc(-n2cncn2)nc1,12%,-17%,-5%
CCCCOc1ccc(C(=O)Nc2nc3c(s2)CC(C)CC3)cc1 (centres undefined),0%,·,-11%
O=C(COC(=O)c1cc(-c2ccccc2)nc2ccccc12)NC1CC1,-1%,·,-5%
COc1ccc(-n2nc(C(=O)O)c(=O)n(C)c2=O)cc1,18%,·,-6%
COc1cc(SC)ccc1C(=O)NCc1ccccc1,-2%,3%,-21%
O=C(CN(CCc1ccccc1)S(=O)(=O)c1ccccc1)NCc1ccc(Cl)cc1,-2%,·,4%
COc1cc(NC(=O)c2ccco2)c(C(=O)OCC(=O)c2c[nH]c3ccccc23)cc1OC,2%,-7%,-6%
Cc1ccccc1N1CC(C(=O)Nc2nnc(SCc3ccccn3)s2)CC1=O (centres undefined),17%,-4%,-6%

# Six of these compounds, set out differently.
# Values in the order – FEN1 inh, N370S GC mod, GCN5L2 inh
- CN(CC(=O)Nc1cccc(F)c1)C(=O)c1ccc(NC2CC2)c([N+](=O)[O-])c1
 : -10%, -1%, -2%
- CCN(CC)S(=O)(=O)c1ccc(F)c(C(=O)NCCCN2CCOCC2)c1
 : 10%, 4%, 2%
- CCC(CC)C(=O)Nc1cccc(-c2ccc3nncn3n2)c1
 : -4%, -11%, -2%
- Cc1ccc(-c2ccc(SCC(=O)c3ccccc3)nn2)cc1
 : -12%, 3%, 1%
- CCOc1cc(/C=C(\C#N)C(=O)Nc2ccccc2C(=O)O)ccc1OC(=O)c1ccc(C)cc1
 : ?, -9%, -17%
- COc1ccccc1N1CCN(S(=O)(=O)c2cc(C)sc2C)CC1
 : -17%, 4%, -2%

# Later entries.
molecule,FEN1 inh,N370S GC mod,GCN5L2 inh
CC1CCCCN1CCCNC(=O)c1cc(Sc2cccc(Cl)c2)nc2ccccc12 (centres undefined),-3%,·,-8%
O=C(Nc1nc(-c2cccs2)cs1)c1ccc(S(=O)(=O)N2CCCC2)cc1,-10%,4%,-4%
CCOc1ccc(/C=N/NC(=S)NC2CC3C=CC2C3)cc1 (centres undefined),-18%,11%,-3%
CCOC(=O)C1CCN(C(=O)c2nn(-c3ccc(C)cc3)c(=O)c3c2c2ccccc2n3C)CC1,18%,·,2%
CCCCSc1nc2c(cnn2-c2ccc(Cl)cc2)c(=O)[nH]1,6%,2%,12%

# An excerpt of these results, with two lines to a compound:
# Order of values: FEN1 inh, N370S GC mod, GCN5L2 inh
> CCOC(=O)C1CCN(C(=O)c2nn(-c3ccc(C)cc3)c(=O)c3c2c2ccccc2n3C)CC1
    18%, ·, 2%
> CCCCSc1nc2c(cnn2-c2ccc(Cl)cc2)c(=O)[nH]1
    6%, 2%, 12%
